RAD52 inh – RAD52 (human) annealing inhibition; P43351; recombinant RAD52 DNA annealing, FRET fluorescence; inhibition, % at 18.7 µM; 360,000 compounds, 0.46% hits;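 active means every replicate showing at least 50% inhibition; inconclusive means mean inhibition at least 50% but not in every replicate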
CFTR F508del cor – CFTR F508del correction in bronchial cells; activity (quench increase), % at 7.58 µM; 350,000 compounds, 0.36% hits; CFBE cells, YFP halide quenching; stimulated with forskolin plus potentiator P3; % fluorescence drop versus neutral controls; AID 720511;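 active means mean added fluorescence quench of at least 8% versus neutral control, with both replicates also reaching 8%; inconclusive means only one of the mean or replicate conditions met; inactive means mean below 8% and not both replicates reaching 8%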;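 further: cells transiently co-express mutant CFTR-F508del with the halide-sensitive YFP; corrector assay measuring rescue of mutant channel to the surface after 24 h compound exposure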
INS-1E GSIS act – GLuc luminescence reporter in INS-1E cells, primary screen for activators of glucose-dependent secretion of insulin. 370,000 compounds, 0.61% hits. activation, % at 16.6 µM. AID 743287. INS-1E GLuc reporter insulin secretion, 2-3 h;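 active means lowest replicate activation of at least 40%, so every replicate reaches that level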;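 further: 0% = median of neutral control wells and 100% = median of IBMX positive control wells; some compounds called inactive have numbers as strong as hits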
RAD54 inh – RAD54 (human) branch migration inhibition | Q92698 | RAD54 Holliday junction branch migration, FAM/BHQ fluorescence | inhibition, % at 10.4 µM | 360,000 compounds, 0.14% hits | AID 602329;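 active means mean normalized replicate activity at least 40 and at least half of replicates scoring 40 or more; inconclusive means only one of the two criteria met; inactive means mean below 40 and under half of replicates reaching 40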;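 further: 0% = median of neutral control wells and 100% = median of positive control wells; inhibitors cause a drop in the FAM fluorescence signal; in these data hits start at about 50%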
Target sequence (Q92698 whole entry, looked up): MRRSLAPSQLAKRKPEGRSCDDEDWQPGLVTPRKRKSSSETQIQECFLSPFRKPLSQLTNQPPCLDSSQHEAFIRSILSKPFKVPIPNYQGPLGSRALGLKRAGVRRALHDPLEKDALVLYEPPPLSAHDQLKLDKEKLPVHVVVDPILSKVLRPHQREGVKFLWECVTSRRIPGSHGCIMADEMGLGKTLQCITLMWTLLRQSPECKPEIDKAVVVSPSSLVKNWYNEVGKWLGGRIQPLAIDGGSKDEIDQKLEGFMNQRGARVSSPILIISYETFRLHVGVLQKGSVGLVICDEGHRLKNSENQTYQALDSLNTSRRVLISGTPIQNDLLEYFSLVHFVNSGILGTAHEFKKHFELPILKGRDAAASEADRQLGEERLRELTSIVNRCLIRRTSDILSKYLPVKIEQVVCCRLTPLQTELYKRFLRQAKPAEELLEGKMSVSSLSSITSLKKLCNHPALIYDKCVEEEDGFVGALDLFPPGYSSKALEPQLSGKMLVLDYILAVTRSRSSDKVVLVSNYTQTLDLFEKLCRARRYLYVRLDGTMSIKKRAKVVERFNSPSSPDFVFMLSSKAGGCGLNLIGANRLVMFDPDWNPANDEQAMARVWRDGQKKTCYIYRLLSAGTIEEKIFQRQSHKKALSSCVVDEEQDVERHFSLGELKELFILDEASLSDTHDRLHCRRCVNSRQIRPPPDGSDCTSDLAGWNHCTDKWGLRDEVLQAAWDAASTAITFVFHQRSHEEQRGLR
Xi reactivation – activators of X-chromosome reactivation in mouse fibroblasts | XiGFP mouse fibroblasts, % GFP-positive cells imaging, 3 d; cells co-treated with 5-aza-dC sensitizer; scaled so ellipticine positive control = 100% | activation, % at 7.58 µM | 360,000 compounds, 0.055% hits;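 active means mean normalized replicate activation at least 10% and every replicate at or above 10%; inconclusive means only one of the two criteria met; inactive means mean below 10% and not all replicates reach 10%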;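 further: 0% = median of on-plate neutral control wells and 100% = ellipticine 6 µM median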
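Material: SV40-immortalized XiGFP fibroblast cells, line 68-5-11 | Buffer or medium: DMEM containing 5-aza-dC | Dosing: One concentration, pinned | Times: 3 d treatment, 15 min room-temperature fixation | Controls: Ellipticine 6 µM positive control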
DENV2 CPE rescue – inhibitors of DENV2 cytopathic effect. DENV2-infected cells, cytopathic effect rescue, plate reader. CPE inhibition, % at 9.99 µM. 350,000 compounds, 1.7% hits; in the data active means CPE inhibition above about 20%, passing the limit was not always enough; inconclusive means no clear call, values can overlap the other calls; tested in BHK-21 cells;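 further: 0% = median of neutral control wells and 100% = median of positive control wells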
E-sel inducer – induces E-selectin expression in human endothelial cells; HUVEC E-selectin immunofluorescence imaging; normalized: neutral wells 0, TNF-alpha wells 100; activation, % at 7.58 µM; 260,000 compounds, 0.37% hits; AID 686992;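 active means mean E-selectin-positive cell signal at least 10% of the positive control, reached in at least 60% of replicates, without over 20% cell loss; inconclusive means no rule given, readout overlaps actives, possibly toxicity-flagged; inactive means the rest, including those meeting only one limit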;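 further: in these data hits start at about 27%; measured in HUVEC primary endothelial cells; signal is the percent of cells scored E-selectin positive by PE staining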
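Test system – human umbilical vein endothelial cells (HUVEC), E-selectin induction · Input – 3,000 HUVEC seeded per well · Buffer or medium – EGM-2, gelatin · Compound dosing – single-point compound dose · Detection – immunofluorescence imaging · Measure – percent E-selectin-positive cells · Controls – TNF-alpha high, DMSO low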
CASP6 VEID inh – caspase-6 (human) enzyme inhibition | P55212 | purified caspase-6, Z-VEID-R110 cleavage fluorescence | inhibition, % at 12.5 µM | 350,000 compounds, 0.53% hits;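 active means mean inhibition across replicates at least about 35%, with every replicate also reaching that limit, limit read from the data; inconclusive means only one of the two criteria met; inactive means neither criterion met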;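 further: 0% = median of neutral control wells and 100% = no fluorescence left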
Target sequence (P55212 24-179 limits assumed): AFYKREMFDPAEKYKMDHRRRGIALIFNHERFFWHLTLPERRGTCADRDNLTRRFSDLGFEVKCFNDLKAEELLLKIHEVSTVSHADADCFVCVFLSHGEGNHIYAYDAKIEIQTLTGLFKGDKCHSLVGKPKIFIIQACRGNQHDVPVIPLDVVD
Target sequence (P55212 194-293 limits assumed): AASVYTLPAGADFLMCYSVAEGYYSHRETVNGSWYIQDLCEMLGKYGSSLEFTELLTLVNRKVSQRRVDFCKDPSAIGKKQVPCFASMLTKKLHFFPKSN
The depositor's hits bear a star.

For CCCCN(C(=O)c1cccc(-n2cccc2)c1)c1c(N)n(Cc2ccccc2)c(=O)[nH]c1=O the results were RAD52 inh -39, CFTR F508del cor 2.3, INS-1E GSIS act 1, RAD54 inh -4, Xi reactivation 0.1, DENV2 CPE rescue -6, E-sel inducer -0.1 and CASP6 VEID inh 57*.
O=C(COC(=O)c1nc(Cl)ccc1Cl)NCc1cccs1 was read as RAD52 inh -4, CFTR F508del cor -6.5, INS-1E GSIS act 24, Xi reactivation -0.2, DENV2 CPE rescue inconclusive, E-sel inducer -1.4 and CASP6 VEID inh 1.
Cc1cc(CNC(=O)CC2C(=O)NCCN2Cc2ccccc2C(F)(F)F)nn1C (configuration not stated) was read as RAD52 inh -18, CFTR F508del cor -0.9, INS-1E GSIS act -5, RAD54 inh 0, Xi reactivation 0.0, DENV2 CPE rescue -3, E-sel inducer 1.2 and CASP6 VEID inh -1.
C[C@@H]1CN([C@@H](C)CO)C(=O)c2cccc(NC(=O)C3CCCCC3)c2O[C@H]1CN(C)Cc1ccncc1 was read as RAD52 inh 12, CFTR F508del cor -0.5, INS-1E GSIS act 1, RAD54 inh 6, Xi reactivation 0.2, DENV2 CPE rescue -1, E-sel inducer 0.2 and CASP6 VEID inh -1.
`CCCNC(=O)Nc1cc(S(=O)(=O)CC)ccc1O` gave RAD52 inh 5, CFTR F508del cor -2.5, RAD54 inh -7, Xi reactivation 0.0, DENV2 CPE rescue -4 and CASP6 VEID inh 4.
`c1ccc2cc(-c3cc4ccccn4c3)ccc2c1` gave RAD52 inh -2, CFTR F508del cor -2.6, INS-1E GSIS act 2, RAD54 inh -13, DENV2 CPE rescue -5 and CASP6 VEID inh 3.
Screening CCCCn1c(N)c(N(CCOC)C(=O)COC(=O)COc2ccc(CC)cc2)c(=O)[nH]c1=O returned RAD52 inh 5, CFTR F508del cor -4.8, INS-1E GSIS act -13, Xi reactivation 0.2, DENV2 CPE rescue -9 and CASP6 VEID inh 3.
`Cc1ccc(NC(=O)Nc2ccc3c(c2)C(=O)N(C)[C@H]2CC[C@@H](CC(=O)O)O[C@H]2CO3)cc1` gave RAD52 inh 7, CFTR F508del cor 2.3, INS-1E GSIS act -5, RAD54 inh -20, Xi reactivation 0.3, DENV2 CPE rescue -9, E-sel inducer 0.2 and CASP6 VEID inh 1.
Screening c1ccc(C[C@H]2CNCCN2CCCCC2CCCCC2)cc1 returned RAD52 inh 18, CFTR F508del cor -1.6, INS-1E GSIS act 57*, RAD54 inh 2, Xi reactivation 0.1, DENV2 CPE rescue -15, E-sel inducer -0.2 and CASP6 VEID inh -1.
`Cc1oc(-c2cccs2)nc1CN1CCN(C(C)C)C(CCO)C1` (configuration not stated) gave RAD52 inh -3, CFTR F508del cor -1.9, INS-1E GSIS act -3, Xi reactivation 0.0, DENV2 CPE rescue 0 and CASP6 VEID inh -3.
C[C@H]1CN([C@@H](C)CO)C(=O)CCCn2cc(nn2)CO[C@@H]1CN(C)Cc1cccnc1 was read as RAD52 inh 3, CFTR F508del cor -1.8, INS-1E GSIS act -5, RAD54 inh 5, Xi reactivation 0.1, DENV2 CPE rescue -1, E-sel inducer 0.2 and CASP6 VEID inh -2.
Screening CC(C)NC(=O)C1(C)CN(S(C)(=O)=O)CC(=O)N1C1CC1 (configuration not stated) returned RAD52 inh -2, CFTR F508del cor -0.4, INS-1E GSIS act 10, Xi reactivation 0.1, DENV2 CPE rescue -9, E-sel inducer 1.0 and CASP6 VEID inh -2.
For CCCCSc1nc(N)nc2c1ncn2C1OC(CO)C(O)C1O (configuration not stated) the results were RAD52 inh -12, CFTR F508del cor -3.2, RAD54 inh 6, Xi reactivation 0.1, DENV2 CPE rescue 19, E-sel inducer -0.1 and CASP6 VEID inh -1.
For CNC(=S)Nc1cc(C(F)(F)F)ccc1Cl the results were RAD52 inh -30, CFTR F508del cor -2.0, INS-1E GSIS act -5, Xi reactivation 0.0, DENV2 CPE rescue -13, E-sel inducer 0.9 and CASP6 VEID inh -2.
C/C(=N\Nc1ccc(C#N)cc1[N+](=O)[O-])c1ccc(C)o1 was read as RAD52 inh -12, CFTR F508del cor 0.8, RAD54 inh 3, Xi reactivation 0.0, DENV2 CPE rescue -2 and CASP6 VEID inh -1.
O=C(C1=C(O)C(=O)N(CCN2CCOCC2)C1c1ccc(Br)cc1)c1cc2ccccc2o1 (configuration not stated) was read as RAD52 inh -6, CFTR F508del cor 1.2, INS-1E GSIS act 2, RAD54 inh 0, Xi reactivation 0.1, DENV2 CPE rescue 2 and CASP6 VEID inh 4.
Screening CCN1CCN(S(=O)(=O)c2ccc(C(=O)Nc3ccccc3)cc2)CC1 returned RAD52 inh -4, CFTR F508del cor -0.7, INS-1E GSIS act -6, RAD54 inh -7, Xi reactivation -0.1, DENV2 CPE rescue 3, E-sel inducer 0.1 and CASP6 VEID inh -2.
Screening C[C@@H](NC(=O)c1ncn2c1c(=O)[nH]c1cccnc12)c1ccccc1 returned RAD52 inh -4, CFTR F508del cor -1.1, INS-1E GSIS act 1, RAD54 inh -8, Xi reactivation 0.1, DENV2 CPE rescue 3, E-sel inducer 1.8 and CASP6 VEID inh 0.
For COc1cccc(NC(=O)C2CC(=O)N(Cc3ccco3)C2)c1 (configuration not stated) the results were RAD52 inh -6, CFTR F508del cor 2.6, INS-1E GSIS act 17, RAD54 inh -4, Xi reactivation 1.3, DENV2 CPE rescue 2 and CASP6 VEID inh 1.
NNc1nc(-c2ccccc2)cc(-c2ccccc2)n1 was read as RAD52 inh 0, CFTR F508del cor -2.7, INS-1E GSIS act 13, Xi reactivation -0.1, DENV2 CPE rescue 2, E-sel inducer 2.0 and CASP6 VEID inh -3.
Screening CCOc1ccc(Nc2nnc(Cc3ccc(OC)cc3)c(=O)[nH]2)cc1 returned RAD52 inh -2, CFTR F508del cor -3.0, INS-1E GSIS act 11, Xi reactivation 0.0, DENV2 CPE rescue -4 and CASP6 VEID inh 0.
For CCCNC(=O)C[C@@H]1C[C@@H]2c3cc(NC(=O)Nc4ccc(OC)cc4)ccc3O[C@@H]2[C@@H](CO)O1 the results were RAD52 inh 10, CFTR F508del cor -2.7, INS-1E GSIS act 3, RAD54 inh 2, Xi reactivation -0.1, DENV2 CPE rescue -2, E-sel inducer 0.0 and CASP6 VEID inh -1.
`COc1ccc(NC(=O)CCCNC(=O)c2ccc(Cl)cc2)c(OC)c1` gave RAD52 inh -8, CFTR F508del cor 0.3, INS-1E GSIS act -17, RAD54 inh -3, Xi reactivation 0.0, DENV2 CPE rescue 0 and CASP6 VEID inh -3.
`CC(C)Cn1c(CCCNC(=O)c2ccc(F)cc2)nc2ccccc21` gave RAD52 inh -6, CFTR F508del cor -4.5, RAD54 inh -5, Xi reactivation 0.0, DENV2 CPE rescue -1 and CASP6 VEID inh -2.
For COc1ccccc1NC(=O)c1cnc2c(-c3ccccc3)c(C)nn2c1C the results were RAD52 inh -7, CFTR F508del cor 1.3, INS-1E GSIS act 2, Xi reactivation 0.1, DENV2 CPE rescue 11, E-sel inducer 5.1 and CASP6 VEID inh -2.
Screening COc1ccc(CCNC(=O)CCOc2ccc(C)cc2)cc1OC returned RAD52 inh -14, CFTR F508del cor -0.3, INS-1E GSIS act 22, RAD54 inh 5, Xi reactivation 0.3, DENV2 CPE rescue 16 and CASP6 VEID inh 5.
Screening C[C@@H]1CCCCO[C@@H](CN(C)Cc2ccc3c(c2)OCO3)[C@H](C)CN([C@@H](C)CO)C(=O)c2cc(NS(C)(=O)=O)ccc2O1 returned RAD52 inh 4, CFTR F508del cor -0.9, INS-1E GSIS act 7, RAD54 inh -2, Xi reactivation 0.1, DENV2 CPE rescue 13, E-sel inducer 0.2 and CASP6 VEID inh 0.
For Cc1ccc(CNC(=O)c2nnc(CS(=O)(=O)c3ccccc3)o2)cc1 the results were RAD52 inh -11, CFTR F508del cor 2.1, INS-1E GSIS act 4, RAD54 inh 1, Xi reactivation 0.2, DENV2 CPE rescue 0, E-sel inducer 0.0 and CASP6 VEID inh 2.
Screening Cn1ccnc1C(O)(c1ccccc1)c1nccn1C returned RAD52 inh -10, CFTR F508del cor -0.4, INS-1E GSIS act -14, RAD54 inh -5, Xi reactivation 0.3, DENV2 CPE rescue 2 and CASP6 VEID inh -1.
`Cc1noc(C)c1NC(=O)Nc1ccc2c(c1)C(=O)N([C@H](C)CO)C[C@H](C)[C@H](CN(C)C(=O)NC(C)C)O2` gave RAD52 inh 1, CFTR F508del cor -5.2, INS-1E GSIS act 21, RAD54 inh -10, Xi reactivation -0.4, DENV2 CPE rescue 6, E-sel inducer 0.0 and CASP6 VEID inh 2.
`Cc1c(OCC(=O)N(C)C)ccc2c3c(c(=O)oc12)CCCCC3` gave RAD52 inh -8, CFTR F508del cor 3.1, INS-1E GSIS act 15, RAD54 inh -1, Xi reactivation 0.2, E-sel inducer 0.6 and CASP6 VEID inh 1.
`CO[C@H]1CN(C)C(=O)c2cc(NS(=O)(=O)c3ccccc3)ccc2OC[C@H](C)N(Cc2ccccn2)C[C@H]1C` gave RAD52 inh -7, CFTR F508del cor 2.9, INS-1E GSIS act 1, RAD54 inh -5, Xi reactivation 0.3, DENV2 CPE rescue -8, E-sel inducer 0.1 and CASP6 VEID inh 3.
For COc1cccc(NC(=O)CC2C(=O)NCCN2C(=S)Nc2ccc(F)cc2)c1 (configuration not stated) the results were RAD52 inh -5, CFTR F508del cor -0.8, INS-1E GSIS act -9, RAD54 inh -11, Xi reactivation 0.3, DENV2 CPE rescue -3, E-sel inducer -0.1 and CASP6 VEID inh -2.
CCC(CC)c1nnc(NC(=O)c2ccc(N3CCCCC3)c([N+](=O)[O-])c2)s1 was read as RAD52 inh -11, CFTR F508del cor 0.3, INS-1E GSIS act 1, Xi reactivation 0.4, DENV2 CPE rescue 2 and CASP6 VEID inh -2.
COc1ccc(Cc2noc(CN3CCNC(=O)CC3)n2)cc1OC was read as RAD52 inh -12, CFTR F508del cor -2.9, INS-1E GSIS act 3, RAD54 inh -9, Xi reactivation 0.0 and DENV2 CPE rescue -2.
`O=C(N[C@@H]1CC[C@@H](CCNC(=O)C2CC2)O[C@@H]1CO)c1ccccn1` gave RAD52 inh 0, CFTR F508del cor 2.7, INS-1E GSIS act 4, RAD54 inh -1, Xi reactivation -0.2, DENV2 CPE rescue 6, E-sel inducer -0.3 and CASP6 VEID inh 1.
Screening CC1CN(C(=S)SCCN2Cc3ccccc3C2=O)CC(C)O1 (configuration not stated) returned RAD52 inh -2, CFTR F508del cor 0.2, INS-1E GSIS act 20, Xi reactivation 0.0, DENV2 CPE rescue -4 and CASP6 VEID inh -1.
`CC1CC(C)(C)CC2(C1)NC(=O)N(CC(=O)N(C)Cc1nc3ccccc3c(=O)[nH]1)C2=O` (configuration not stated) gave RAD52 inh -2, CFTR F508del cor 1.4, INS-1E GSIS act 0, RAD54 inh -3, Xi reactivation 0.2, DENV2 CPE rescue -4, E-sel inducer -0.2 and CASP6 VEID inh 0.
O=C(c1ccccc1)c1ccc(C(=O)N2CCN(c3ccccc3O)CC2)cc1 was read as RAD52 inh -91, CFTR F508del cor -3.6, INS-1E GSIS act 4, RAD54 inh 4, Xi reactivation 0.2, DENV2 CPE rescue inconclusive, E-sel inducer -0.2 and CASP6 VEID inh 4.

Source: PubChem (Broad Institute)
